# Screens as filed in PubChem BioAssay.
# JMJD2A Tudor inh: blocks the human JMJD2A Tudor domain; O75164; AlphaScreen JMJD2A-Tudor / H3K4me3 peptide binding; Potency, µM (highest dose often 114 µM), for inactives: at the highest dose activity change, negative = inhibition, usual class: inhibitors; actives 4.4% (n = 390,000); AID 504339; also: potency is read from the fitted curve at half-maximal effect; % is scaled to controls: 0 for no effect and ±100 for the full control effect; nearly all actives have a fitted effect of over 50% in size
# BAZ2B inh: BAZ2B (human) inhibition; Potency, µM (titrated, usually from 114 µM), for the others: at the highest dose activity change, negative = inhibition, actives largely listed as inhibitors; actives 4.4% (n = 360,000); AlphaScreen BAZ2B-H3K14Ac peptide displacement; Q9UIF8; also: potency is read from the fitted curve at half-maximal effect; % is scaled to controls: 0 for no effect and ±100 for the full control effect; nearly all actives have a fitted effect of over 60% in size
#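 BAZ2B (50 nM) with biotin-H3(5-23)K14Ac peptide (50 nM) in PBS pH 7.4, 0.01% Tween-20, preformed 30 min, then compound 30 min at room temperature; top concentration 110uM. AlphaScreen streptavidin donor/nickel chelate acceptor beads (10 ug/mL final), 20 min dark, signal read.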
# GLS inh: blocks human kidney-isoform glutaminase activity; actives 0.21% (n = 410,000); GLS enzymatic activity, qHTS titration; Potency, µM (top dose mostly 45.5 µM), without a hit: top-dose activity change, negative = inhibition, usual class: inhibitors; O94925; also: potency is read from the fitted curve at half-maximal effect; % is scaled to controls: 0 for no effect and ±100 for the full control effect
# Target sequence (O94925 whole entry, looked up, canonical isoform): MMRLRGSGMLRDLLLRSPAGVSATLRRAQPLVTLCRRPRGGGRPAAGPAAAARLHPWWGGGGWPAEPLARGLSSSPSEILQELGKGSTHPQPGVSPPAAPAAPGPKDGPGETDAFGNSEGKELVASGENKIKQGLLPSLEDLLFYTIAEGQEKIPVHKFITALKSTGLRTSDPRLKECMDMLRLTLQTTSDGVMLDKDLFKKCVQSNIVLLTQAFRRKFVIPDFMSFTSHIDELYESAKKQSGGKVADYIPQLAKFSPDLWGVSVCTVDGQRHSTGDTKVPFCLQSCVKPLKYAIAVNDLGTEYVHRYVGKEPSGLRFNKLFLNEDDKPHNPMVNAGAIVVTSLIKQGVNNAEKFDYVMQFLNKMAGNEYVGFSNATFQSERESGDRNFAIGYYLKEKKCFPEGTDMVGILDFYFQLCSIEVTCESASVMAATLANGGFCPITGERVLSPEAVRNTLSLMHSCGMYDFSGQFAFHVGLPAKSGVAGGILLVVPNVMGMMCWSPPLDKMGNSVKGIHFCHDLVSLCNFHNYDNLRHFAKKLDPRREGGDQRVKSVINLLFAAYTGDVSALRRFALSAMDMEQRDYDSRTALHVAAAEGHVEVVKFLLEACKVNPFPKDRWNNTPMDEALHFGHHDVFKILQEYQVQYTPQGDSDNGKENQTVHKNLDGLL
#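 Enzyme dispensed in phosphate buffer (45 mM, pH 8.2, 0.02% Tween-20), compounds pinned in, then 1 mM L-glutamine solution and the glutamate oxidase–HRP–Amplex Red mix added; fluorescence read immediately and again after 30 min at room temperature.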
# Pin1 inhibitor: human Pin1 inhibition; Q13526; Pin1 FP peptide displacement, HiFluor488, 10 min; Potency, µM (highest dose often 115 µM), inactives show at the highest dose activity, negative = inhibition, hits mostly inhibitors; actives 0.009% (n = 390,000); AID 504891; active = well fitted inhibition curve with a large enough effect in the polarisation, with a control signal flat, not every such curve was filed as active; inconclusive = small, poorly fitted or top-dose-only effect, or effect the other way, or a change in a side signal; inactive = no such curve, though single readings can be large or run the other way; the % refers to the polarisation; also: potency is read from the fitted curve at half-maximal effect; % is scaled to controls: 0 for no effect and ±100 for the full control effect
# G9a inh: G9a (human) methyltransferase inhibition | Potency, µM (doses to about 102 µM), for the others: at the highest dose activity, negative = inhibition, usual class: inhibitors | Q96KQ7 | actives 8.8% (n = 350,000) | G9a H3K9 monomethylation, AlphaScreen, 2 h; also: potency is read from the fitted curve at half-maximal effect; % is scaled to controls: 0 for no effect and ±100 for the full control effect; nearly all actives have a fitted effect of over 75% in size
#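 Quantitative HTS format: methyltransferase activity on a biotin-tagged H3K9 peptide is measured by AlphaScreen, using a rabbit anti-monomethyl-H3K9 antibody with streptavidin donor and anti-IgG acceptor beads. Final levels are 20 nM enzyme, 500 nM peptide, 20 uM SAM; 2 h RT.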
# PI4K2A block: blocks human PI4K2A kinase activity. purified PI4K2A, ADP-Glo luminescence, 1 h; active compounds read low. activity change, negative = inhibition, % at 76.9 µM. actives 0.13% (n = 420,000); in the data active = activity change below about -50%; inconclusive = mostly about -30% to -49%;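 also: -100% = wells without enzyme as full effect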
#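 Compounds are screened against recombinant PI4K2A using PI as substrate and ATP, the latter dispensed at 300 microM. Reactions run one hour at ambient temperature before ADP-Glo detection; full inhibition defined by wells lacking enzyme.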
# PGK inhibitor: inhibitors of T. brucei phosphoglycerate kinase; Potency, µM (titrated, usually from 57.5 µM), without a hit: top-dose activity change, negative = inhibition, usual class: inhibitors; actives 0.043% (n = 380,000); P07378; PGK/GAPDH coupled, Kinase-Glo luminescence, 60 min; AID 602233; also: potency is read from the fitted curve at half-maximal effect; % is scaled to controls: 0 for no effect and ±100 for the full control effect; nearly all actives have a fitted effect of over 60% in size
# Target sequence (P07378 whole entry, looked up): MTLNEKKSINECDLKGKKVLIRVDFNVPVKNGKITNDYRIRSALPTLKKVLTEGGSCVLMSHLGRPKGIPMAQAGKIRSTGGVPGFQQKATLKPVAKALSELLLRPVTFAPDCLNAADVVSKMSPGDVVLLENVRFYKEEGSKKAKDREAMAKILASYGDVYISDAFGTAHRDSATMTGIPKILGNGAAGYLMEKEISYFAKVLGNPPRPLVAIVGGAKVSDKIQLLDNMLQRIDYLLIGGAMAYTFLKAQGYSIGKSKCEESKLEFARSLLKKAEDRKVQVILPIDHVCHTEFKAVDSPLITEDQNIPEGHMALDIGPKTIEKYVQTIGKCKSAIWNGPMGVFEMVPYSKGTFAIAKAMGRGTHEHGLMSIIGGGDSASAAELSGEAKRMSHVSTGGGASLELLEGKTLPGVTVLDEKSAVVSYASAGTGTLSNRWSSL
#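 Recombinant glycosomal PGK reaction used 1,3-bisphosphoglycerate generated in-well by GAPDH (100nM final) in 100mM TEA pH 7.6, 5mM MgCl2, 0.01% Tween-20. After 60 minutes at room temperature, ATP was read by Kinase-Glo Plus luminescence end-point.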
# HP1b binding inh: blocks HP1-beta chromodomain binding to methylated histone tails | P83916 | AlphaScreen HP1-beta / biotin-H3K9me3 peptide binding | Potency, µM (series often up to 114 µM), without a hit: at the top dose activity change, negative = inhibition, usual class: inhibitors | actives 0.56% (n = 390,000) | AID 540317; also: potency is read from the fitted curve at half-maximal effect; nearly all actives have a fitted effect of over 70% in size; inactives centre near 23
#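 HP1-beta protein (50 nM final) preincubated 30 min at room temperature with biotinylated H3(1-18)K9me3 peptide (50 nM) in PBS pH 7.4, 0.01% Tween-20, then compound added for 30 min. AlphaScreen streptavidin donor/nickel chelate acceptor beads (10 ug/mL final), 30 min dark, luminescence read.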
# Pol eta inh: blocks human DNA polymerase eta activity | Potency, µM (top dose mostly 114 µM), for inactives: top-dose activity change, negative = inhibition, most hits filed as inhibitors | recombinant Pol eta, fluorescent DNA replication assay | actives 1.2% (n = 390,000); also: potency is read from the fitted curve at half-maximal effect; % is scaled to controls: 0 for no effect and ±100 for the full control effect
#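 Pol eta at 10 nM preincubated with compounds 15 min at room temperature; reaction started with fluorescent substrate (50 nM final) and read kinetically at 0 and 10 min.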
# * marks the source's active call; other numbers are inactive results; i = inactive; ? = inconclusive; . = no result given; & = joins results of further samples; [ ] = dose if it differs, or a comment. Unless noted, calls follow the shape of the dose curve; as a rule, active = well fitted curve in the direction sought with a large enough effect; inconclusive = small, poorly fitted or top-dose-only effect, or another doubt; inactive = no such curve, though single readings can be large; an effect the other way counts as inactive or inconclusive. Only part of the results is shown; the hit share may differ from the screen's.
no. | Molecule | G9a inh | PGK inhibitor | Pol eta inh | PI4K2A block | HP1b binding inh
1 | Cc1cccc(NC(=O)CSCC(=O)Nc2cccc3ncccc23)c1 | ? | 3% | -8% | 6 | 3%
2 | Cc1ccc(O)c(C(=O)c2cc(C#N)c(=O)n(-c3nccs3)c2)c1 | . | 0% | 40µM* | 1 | 2%
3 | Cc1cccc(Cl)c1OCCCN1CCOCC1 | 10µM* | -5% | -4% | -10 | ?
4 | O=C(COC(=O)/C=C/c1ccccc1)Nc1ccccc1Br | -5%[59 µM] | 0% | -14% | 6 | 27%
5 | O=C(NNS(=O)(=O)c1ccccc1F)c1cc(-c2ccccc2)n[nH]1 | 7% | -8% | 6% | 0 | 11%
6 | COc1ccc(CCNC(=O)c2nnn(-c3ccc4c(c3)OCCO4)c2N)cc1OC | 13%[59 µM] | 3% | 3% | -1 | 28%
7 | CC(=O)N1CCN(CC(=O)Nc2sccc2C#N)CC1 | 52%[activator] | 2% | -4% | -1 | -12%
8 | O=C(Nc1nc2ccccc2[nH]1)c1cccc(S(=O)(=O)N2CCOCC2)c1 | 9%[59 µM] | -15% | -9% | -4 | 2%
9 | CCCc1nc2ccccc2c(C(=O)OC(C)C(=O)NCc2ccc3c(c2)OCO3)c1CC (stereo not given) | -12%[59 µM] | i | ? | 2 | 7%
10 | C=CCN(c1ccccc1)S(=O)(=O)c1cccc(C(=O)Nc2ccncc2)c1 | 11%[2.33 µM] | -2% | -6% | 1 | 18%

no. | Pin1 inhibitor | GLS inh | BAZ2B inh | JMJD2A Tudor inh
1 | -1% | 7% | -5% | -8%
2 | ? | 110%[activator] | -14% | -21%
3 | -11% | 9% | ? | 1.6µM*
4 | -1% | -10% | -5% | -4%
5 | -10% | -21% | -38% | -13%
6 | 12% | 2% | -3% | -10%
7 | 12% | 14% | -26% | 56µM*
8 | -2% | 2% | 0% | -24%
9 | 19% | -9% | -3% | -18%
10 | -1% | -4% | -7% | -19%

# (next part)
no. | Molecule | G9a inh | PGK inhibitor | Pol eta inh | PI4K2A block | HP1b binding inh
11 | O=C1CCc2cc(S(=O)(=O)NCc3ccc(Cl)cc3)cc3c2N1CC3 | 26%[2.33 µM] | -4%&-1% | -9%&-8% | 4&-4 | 19%&36%
12 | CCCCn1c(N)c(N(CC(C)C)C(=O)c2oc3ccc(OCC)cc3c2C)c(=O)[nH]c1=O | 16% | -10% | ? | 4 | 15%
13 | O=c1c2ccccc2nc(-c2ccccc2)n1CCN1CCOCC1 | ? | -3% | -4% | -5 | 36%[activator]
14 | O=C1CCc2cc(S(=O)(=O)NC3CCCCC3)cc3c2N1CC3 | 50µM* | -4% | ? | -5 | 21%
15 | COCC(C)NC(=S)Nc1ccccc1[N+](=O)[O-] (stereo not given) | -36% | -1% | -1% | 5 | 63%
16 | O=C(CSc1nc2ccc(Cl)cc2[nH]1)NCCc1ccc(Cl)cc1 | ? | i | -16% | -5 | 36%
17 | CCCc1ccc(OCC(=O)Nc2cc(S(=O)(=O)CC)ccc2O)cc1 | -25% | -3% | -4% | 8 | 27%
18 | COc1ccccc1/C=C1\SC(=O)N(CCC(=O)N2CCCCC2CCO)C1=O (stereo not given) | . | 0% | -19% | 8 | 4%
19 | O=C(Nc1ccccn1)c1cccnc1 | -2%[12.7 µM] | 0% | 6% | -2 | 30%
20 | NC(=O)c1ccc(/C(N)=N/S(=O)(=O)c2cc(C(F)(F)F)cc(C(F)(F)F)c2)cc1 | ? | 0% | -18% | 2 | 31%[activator]

no. | Pin1 inhibitor | GLS inh | BAZ2B inh | JMJD2A Tudor inh
11 | -11%&-6% | 1%&3% | 11%&2% | -19%&-14%
12 | 7% | 8% | -17% | -24%
13 | -1% | 0% | -34% | -15%
14 | -1% | -4% | -29% | -6%
15 | -7% | 1% | -28% | -6%
16 | 0% | 0% | 2% | -6%
17 | 2% | 15% | -11% | -30%
18 | 7% | -1% | ? | ?
19 | -1% | 4% | -5% | 4%
20 | -4% | 11% | -8% | -3%

# Profiles from above. Order of screens: G9a inh	PGK inhibitor	Pol eta inh	PI4K2A block	HP1b binding inh	Pin1 inhibitor	GLS inh	BAZ2B inh	JMJD2A Tudor inh
# CCCCn1c(N)c(N(CC(C)C)C(=O)c2oc3ccc(OCC)cc3c2C)c(=O)[nH]c1=O across the screens: 16%	-10%	?	4	15%	7%	8%	-17%	-24%
# Cc1cccc(Cl)c1OCCCN1CCOCC1 across the screens: 10µM*	-5%	-4%	-10	?	-11%	9%	?	1.6µM*
# O=C(NNS(=O)(=O)c1ccccc1F)c1cc(-c2ccccc2)n[nH]1 across the screens: 7%	-8%	6%	0	11%	-10%	-21%	-38%	-13%

# Pulled by compound from the list above:
no. | Molecule | G9a inh | PGK inhibitor | Pol eta inh | PI4K2A block | HP1b binding inh
9 | CCCc1nc2ccccc2c(C(=O)OC(C)C(=O)NCc2ccc3c(c2)OCO3)c1CC (stereo not given) | -12%[59 µM] | i | ? | 2 | 7%
1 | Cc1cccc(NC(=O)CSCC(=O)Nc2cccc3ncccc23)c1 | ? | 3% | -8% | 6 | 3%

no. | Pin1 inhibitor | GLS inh | BAZ2B inh | JMJD2A Tudor inh
9 | 19% | -9% | -3% | -18%
1 | -1% | 7% | -5% | -8%

# The listing continues.
no. | Molecule | G9a inh | PGK inhibitor | Pol eta inh | PI4K2A block | HP1b binding inh
21 | Cc1ccc(C)c(NC(=O)NCc2ccc3c(c2)CCN3C(=O)c2ccccc2)c1 | -10%[59 µM] | i | -5% | 7 | 23%[57 µM]
22 | O=C(O)c1cccc(S(=O)(=O)Nc2ccc(-c3ccccc3)cc2)c1 | . | 1% | -16% | -6 | 14%
23 | CCOc1ccccc1NC(=S)N1C2CCC1CC(NC(=O)NC13CC4CC(CC(C4)C1)C3)C2 (stereo not given) | 1% | i | 2% | 7 | 28%
24 | CC(C)CN(CC(C)C)C(=O)c1cc2c(=O)n3ccccc3nc2s1 | 136%[activator] | 8% | -22% | 4 | 106%[activator]
25 | CCOC(=O)c1c(NC(=O)c2ccc(C)c(C)c2)sc2c1CCCCC2 | 16%[59 µM] | -6% | 10% | -7 | 49%[activator]
26 | O=S(=O)(O)CCS | 49%[12.7 µM] | i | 3% | 3&0 | 33%
27 | OC(CSc1ccccc1)CN1CCN(c2ccc(Cl)cc2)CC1 (stereo not given) | . | -10% | -8% | -5 | -4%[57 µM]
28 | COc1ccc(-n2cnc3sc(-c4ccccc4)cc3c2=O)cc1 | 5% | -10% | -12% | -1 | 25%
29 | CC(C)N(C(=O)c1cc2c(Cl)nc3ccccc3c2s1)C1CCCCC1 | -4%[59 µM] | 0% | -21% | 0 | 25%
30 | Cc1cc(C)c(NC(=O)CN2C(=O)c3cccnc3Sc3ccccc32)c(C)c1 | -2%[59 µM] | -2% | -11% | -1 | 40%[activator]

no. | Pin1 inhibitor | GLS inh | BAZ2B inh | JMJD2A Tudor inh
21 | 3% | 7% | -7% | -16%
22 | -1% | 6% | . | -20%
23 | -5% | -8% | -22% | -3%
24 | -2% | 27% | 119%[activator] | 53%[activator]
25 | 3% | -7% | 9% | 15%
26 | 6% | 1%&-6% | . | -25%
27 | 2% | 6% | . | -20%
28 | 11% | -3% | -2%[57.1 µM] | -22%
29 | -15% | 0% | -5% | -13%
30 | 18% | -7% | -5% | -6%

# Next structures.
no. | Molecule | G9a inh | PGK inhibitor | Pol eta inh | PI4K2A block | HP1b binding inh
31 | CC12CCC(=O)N1C(C(=O)OCC(=O)Nc1cccc(Br)c1)CS2 (stereo not given) | 0% | 0% | -6% | -3 | 37%[activator]
32 | O=C(CN(Cc1ccccc1Cl)C(=O)CNS(=O)(=O)c1ccc(F)cc1)NCC1CCCO1 (stereo not given) | 20% | -5% | -11% | -1 | 5%
33 | O=C(CC(=O)N/N=C/c1ccccc1)NCc1ccccc1 | 2% | 7% | -21% | -2 | 30%
34 | CC1CCCC(C)N1/N=C/c1ccc(O)c(O)c1 (stereo not given) | 3.5µM* | i | ? | -4 | ?
35 | O=C1C2C3C=CC(C3)C2C(=O)N1CCCCN1C(=O)C2C3C=CC(C3)C2C1=O (stereo not given) | 5%[12.7 µM] | -1% | -5% | -11 | 44%[activator]
36 | CCOc1ccccc1NC(=O)COC(=O)c1ccc2ccccc2n1 | 2%[2.33 µM] | -1% | 4% | 4 | 35%[activator]
37 | CN1OC[C@@H]2CN[C@H](c3cccc(N4CCOCC4)c3)C[C@@H]21 | . | -2% | -15% | 3 | .
38 | O=C(Nc1ccc(OC(F)(F)F)cc1)c1cc2c(=O)n3ccccc3nc2s1 | -27%[59 µM] | . | . | -3 | 2%
39 | CC(C)NS(=O)(=O)c1ccc(N2C(=O)c3ccccc3C2=O)cc1 | 6%[12.7 µM] | -15% | -15% | 4 | 45%[activator]
40 | C1=CC2CC1CC2CNCc1ccco1 (stereo not given) | ? | i | -24% | 3 | 49%[activator]
41 | CN(CC(=O)Nc1ccccc1Cl)C(=O)CCNC(=O)Nc1ccccc1 | . | 8% | -5% | 4 | 35%

no. | Pin1 inhibitor | GLS inh | BAZ2B inh | JMJD2A Tudor inh
31 | 3% | 0% | -9% | -4%
32 | -1% | 0% | -2% | -1%
33 | 7% | 8% | -15% | -1%
34 | 12% | -7% | ? | 22µM*
35 | -3% | -11% | -6% | -1%
36 | 39%[activator] | 4% | -1% | 1%
37 | . | 12% | . | .
38 | -2% | -4% | 0% | -18%
39 | -18% | -9% | 13% | 8%
40 | 3% | 0% | ? | 9%[57.1 µM]
41 | -1% | -2% | . | -13%
